Screening data as filed in PubChem.
EBI2 block: antagonists of human EBI2 receptor; P32249; EBI2 beta-arrestin recruitment, luminescence, 7a,25-OHC stimulated; inhibition, % at 5 µM; hit rate 0.81% among 360,000; in the data active = inhibition above about 38%;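 note: enzyme fragment complementation signal reports receptor beta-arrestin coupling in cells; 0% = agonist plus DMSO wells and 100% = wells without agonist; some results beyond the cut were filed as inactive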
Target sequence (P32249 whole entry, looked up, the tested form may be a part): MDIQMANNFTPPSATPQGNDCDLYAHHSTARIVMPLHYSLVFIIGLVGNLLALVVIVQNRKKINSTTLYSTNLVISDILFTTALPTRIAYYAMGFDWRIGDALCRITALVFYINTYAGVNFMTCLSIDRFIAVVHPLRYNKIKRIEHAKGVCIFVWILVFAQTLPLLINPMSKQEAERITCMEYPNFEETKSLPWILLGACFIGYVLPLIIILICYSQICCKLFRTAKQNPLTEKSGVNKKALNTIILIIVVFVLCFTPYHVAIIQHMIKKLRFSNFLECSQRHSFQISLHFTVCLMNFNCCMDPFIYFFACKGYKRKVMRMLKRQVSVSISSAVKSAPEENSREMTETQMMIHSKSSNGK
* = called active by the depositor. The list is partial. The share of hits here may be higher or lower than overall.

SMILES	EBI2 block
O=S(=O)(c1cc(Cl)cc(Cl)c1)N1Cc2cc(-c3cccc(F)c3)ccc2-n2nncc2C1	30
CCOC(=O)c1cccc(C2=C(CNC(=O)c3nccs3)[C@H]3CC[C@@H](C2)N3Cc2ccccc2)c1	12
CCCCn1nnnc1C(CC)N1CCC2(CC1)C(=O)NCN2c1ccccc1 (stereo unspecified)	-4
O=C(c1cc(Cl)cc(Cl)c1)N1Cc2ccccc2-n2nncc2C1	-2
CCOC(=O)[C@]12Cc3c(cc(OC)c(OC)c3OC)[C@H]1N(C(C)C)C(=O)c1cc(OC)ccc12	-15
O=c1[nH]c2ccccc2n1C1CCN(C(c2ccccc2OC(F)(F)F)c2nnnn2-c2ccc3c(c2)OCCO3)CC1 (stereo unspecified)	-42
c1cc2c(cc1-c1ccc3c(c1)OCO3)CNCc1cnnn1-2	-12
c1cc2c(c(NC3=NCCCS3)c1)CCCC2	-2
C=C1C(=O)OC2CCN3CC=C(COC(=O)C(C)(O)C4(CO4)C1C)C23 (stereo unspecified)	-7
CCOC(=O)CNC(=O)N1Cc2ccccc2-n2nncc2C1	-7
O=C1NCN(c2ccccc2)C12CCN(C(c1cccs1)c1nnnn1C1CCCCC1)CC2 (stereo unspecified)	-20
O=C1NCN(c2ccccc2)C12CCN(C(c1nnnn1C1CCCCC1)C1CC1)CC2 (stereo unspecified)	-2
NC(Cc1ccc(F)cc1)c1csc(Nc2cnccn2)n1 (stereo unspecified)	3
COC(=O)C1=C(c2ccccc2OCc2ccccc2)C[C@@H]2CC[C@H]1N2C	6
CO[C@H]1C=CCCC=CC(=O)O[C@H]([C@H](C)C(=O)CCCC2CC(=O)NC(=O)C2)C(C)=C[C@@H](C)[C@@H]1O	-7
CSCCC(c1nnnn1-c1c(C)cccc1C)N1CCC(n2c(=O)[nH]c3ccccc32)CC1 (stereo unspecified)	-6
COC(=O)C12CCc3cc(OC)ccc3C1=CC(=O)C2 (stereo unspecified)	3
COc1cc(C(=O)N2Cc3ccc(Br)cc3-n3nncc3C2)cc(OC)c1OC	-4
CCOC(=O)[C@]12Cc3cc(C)ccc3[C@H]1N(Cc1ccccc1)C(=O)c1cc(OC)ccc12	12
O=C1c2cccc(N3CCNCC3)c2C2CCCCN12 (stereo unspecified)	4
O=c1[nH]c2ccccc2n1C1CCN(Cc2ccc(-c3nc4ccc(F)cc4nc3-c3ccccc3)cc2)CC1	-7
N#C/C(=C\c1cccc(O)c1)C(=O)O	4
S=C(NCCc1ccccc1)N1Cc2ccc(Br)cc2-n2nncc2C1	6
COc1ccc(C(SCC(NC(=O)OCc2ccccc2)C(=O)O)c2ccc(OC)cc2)cc1 (stereo unspecified)	5
O=C1c2ccccc2-n2nncc2C2c3cc(Br)ccc3CCN12 (stereo unspecified)	-1
CC12CCC(O)CC1CCC1C2CCC2(C)C(C(=O)CO)CCC12 (stereo unspecified)	4
CS(=O)(=O)c1ccc(C2=C(CNC(=O)c3ccncc3)[C@H]3CC[C@@H](C2)N3CCOc2ccccc2)cc1	-8
c1ccc2[nH]c(CCN3CCCCC3)nc2c1	-12
O=C(c1cccnc1)N1Cc2ccccc2-n2nncc2C1	-1
CCOC(=O)[C@]12Cc3cc(Cl)ccc3[C@H]1N(C)C(=O)c1cc(OC)ccc12	2
CCCOc1ccccc1OCC(=O)N1CCN(CC(=O)N2CCOCC2)CC1	-2
COc1ccc(C(c2nnnn2-c2ccc3c(c2)OCCO3)N2CCC3(CC2)C(=O)NCN3c2ccccc2)cc1 (stereo unspecified)	3
CCOC(=O)[C@]12Cc3cc(Cl)ccc3[C@H]1N(C1CCCCC1)C(=O)c1cc(OC)ccc12	77*
O=C(c1cccs1)N1CCC(C(=O)O)(c2ccccc2)CC1	-5
COc1ccc(C(CC(C)=O)c2c(O)c3ccccc3oc2=O)cc1OC (stereo unspecified)	-10
O=c1[nH]c2ccccc2n1C1CCN(C(CCc2ccccc2)c2nnnn2C2CCCCC2)CC1 (stereo unspecified)	-2
COc1ccc(OC(=O)N(C)C[C@@H]2OCc3cnnn3CCCC(=O)N([C@H](C)CO)C[C@H]2C)cc1	-11
O=C(NC(=S)N1CC1)c1ccccc1	6
O=C1NCN(c2ccccc2)C12CCN(C(c1ccccc1)c1nnnn1Cc1ccccc1)CC2 (stereo unspecified)	9
O=C(Cc1cccs1)N1Cc2ccccc2-n2nncc2C1	-2
c1cc2c(cc1N1CCCCC1)CNCc1cnnn1-2	-2
Cc1nc2ccccc2c(=O)n1-c1nccs1	-6
Cc1ccc(OC(=O)N(C)C[C@@H]2OCc3cnnn3CCCC(=O)N([C@@H](C)CO)C[C@@H]2C)cc1	-4
CNCC(=O)c1ccc(O)c(O)c1	-2
COc1ccc(CN2Cc3cc(-c4ccc(OC)cc4)ccc3-n3nncc3C2)cc1	21
C[C@H]1COc2cc(N3CCN(C)CC3)ccc2S(=O)(=O)N1	-4
NC(Cc1ccc(F)cc1)c1csc(Nc2ccccn2)n1 (stereo unspecified)	-25
COc1ccc(CN2CCN(C(=O)Cc3ccccc3)CC2)cc1OC	-9
CS(=O)(=O)c1ccc(C2=C(CNC(=O)c3nccs3)[C@H]3CC[C@@H](C2)N3Cc2ccco2)cc1	-2
C[C@@H]1CN([C@@H](C)CO)C(=O)CCCn2nncc2CO[C@@H]1CN(C)C(=O)Oc1cccc2ccccc12	-1
COc1cccc(C)c1NC1=NCCO1	15
CCOC(=O)c1cccc(C2=C(CNC(=O)c3ccncc3)[C@H]3CC[C@@H](C2)N3Cc2ccccc2)c1	6
CCOC(=O)[C@]12Cc3cc4ccccc4cc3[C@H]1N(Cc1ccccc1)C(=O)c1ccccc12	-2
C[C@]12CC[C@H](O)C[C@@H]1CC[C@H]1[C@H]3CCC(=O)[C@@]3(C)CC[C@@H]12	0
CCOC(=O)[C@]12Cc3ccccc3[C@H]1N(C1CCCCC1)C(=O)c1cc(OC)ccc12	31
COc1ccc(-c2ccc3c(c2)CN(C(=S)NCCc2ccccc2)Cc2cnnn2-3)cc1	19
COc1ccc(C(=O)C2CCCN(CC3CCCCC3)C2)cc1OC (stereo unspecified)	3
Cc1ccccc1OP(=O)(Oc1ccccc1C)N1CCOCC1	-4
CN(C)C1CCc2[nH]c3c(F)cc(F)cc3c2C1 (stereo unspecified)	-5
c1ccc2c(CCN3CCCCC3)c[nH]c2c1	-1

Structures listed so far that have a thiophene ring, fused or not (3):
SMILES	EBI2 block
O=C1NCN(c2ccccc2)C12CCN(C(c1cccs1)c1nnnn1C1CCCCC1)CC2 (stereo unspecified)	-20
O=C(c1cccs1)N1CCC(C(=O)O)(c2ccccc2)CC1	-5
O=C(Cc1cccs1)N1Cc2ccccc2-n2nncc2C1	-2

New compounds follow.
SMILES	EBI2 block
CCOC(=O)[C@]12Cc3ccc(C)cc3[C@H]1N(C1CCCCC1)C(=O)c1ccccc12	64*
O=C1NCN(c2ccccc2)C12CCN(C(CCc1ccccc1)c1nnnn1C1CCCC1)CC2 (stereo unspecified)	-20
Cc1cccc(C)c1-n1nnnc1C(C1CC1)N1CCC(n2c(=O)[nH]c3ccccc32)CC1 (stereo unspecified)	12
COc1ccc(-n2nnnc2C(C2CC2)N2CCC(n3c(=O)[nH]c4ccccc43)CC2)cc1 (stereo unspecified)	-16
c1ccc(N2[C@@H]3CC[C@H]2c2ccncc2C3)cc1	1
Fc1ccccc1CN1Cc2ccccc2-n2nncc2C1	-7
CS(=O)(=O)c1ccc(C2=C(CNC(=O)c3cccnc3)[C@H]3CC[C@@H](C2)N3Cc2ccccc2)cc1	-2
Cc1ccc(OC(=O)N(C)C[C@@H]2OCc3cnnn3CCCC(=O)N([C@H](C)CO)C[C@@H]2C)cc1	-6
Fc1ccc(N2Cc3ccccc3-n3nncc3C2)cc1	-6
CCOC(=O)[C@]12Cc3cc(Cl)ccc3[C@H]1N(Cc1ccccc1)C(=O)c1cc(OC)ccc12	7
CS(=O)(=O)c1ccc(C2=C(CNC(=O)c3ccc([N+](=O)[O-])cc3)[C@H]3CC[C@@H](C2)N3CCOc2ccccc2)cc1	2
C[C@H](CO)N1C[C@H](C)[C@@H](CN(C)C(=O)Oc2ccc3ccccc3c2)OCc2cn(nn2)CCCC1=O	0
COc1ccc(C(=O)CC(c2ccc(OC)c(OC)c2)c2c(O)c3ccccc3oc2=O)cc1OC (stereo unspecified)	4
CCCCCN1C(=O)c2cc(OC)ccc2[C@@]2(C(=O)OCC)Cc3cc(Cl)ccc3[C@@H]12	44
CSCCC(c1nnnn1C1CCCCC1)N1CCC(n2c(=O)[nH]c3ccccc32)CC1 (stereo unspecified)	-5
CSCCC(c1nnnn1Cc1ccccc1)N1CCC2(CC1)C(=O)NCN2c1ccccc1 (stereo unspecified)	2
Clc1cccc(N2Cc3ccccc3-n3nncc3C2)c1	8
CC(C)N1CCOC(c2ccc(O)c(O)c2)C1 (stereo unspecified)	-4
CCOC(=O)c1cccc(C2=C(CNC(=O)c3ccc([N+](=O)[O-])cc3)[C@H]3CC[C@@H](C2)N3Cc2ccccc2)c1	7
COC(=O)C1=C(c2ccc(OCc3ccccc3)cc2)C[C@@H]2CC[C@H]1N2C(=O)NCc1ccc(F)cc1	29
CCCCCN1C(=O)c2ccccc2[C@@]2(C(=O)OCC)Cc3cc(Cl)ccc3[C@@H]12	13
C[C@@H]1CN([C@H](C)CO)C(=O)CCCn2nncc2CO[C@H]1CN(C)C(=O)Oc1ccc2ccccc2c1	-2
CC(Cc1ccc(O)cc1)NCC(O)c1ccc(O)c(O)c1 (stereo unspecified)	-6
S=C(NCCc1ccccc1)N1Cc2cc(N3CCCCC3)ccc2-n2nncc2C1	18
c1ccc(-c2ccc3c(c2)CNCc2cnnn2-3)cc1	-12
O=C1NCN(c2ccccc2)C12CCN(C(c1cc3ccccc3o1)c1nnnn1Cc1ccccc1)CC2 (stereo unspecified)	-9
O=c1c2ccccc2[nH]c(=S)n1-c1cccc(C(F)(F)F)c1	-6
O=C(O)C(O)(c1ccc(Cl)cc1)C1(O)CCCC1 (stereo unspecified)	3
N#CC12c3ccccc3C(=O)N1Cc1cnnn1-c1ccccc12 (stereo unspecified)	-13
N#Cc1ccc2nc(-c3ccc(CN4CCC(n5c(=O)[nH]c6ccccc65)CC4)cc3)c(-c3ccccc3)nc2c1	-21
CCc1cc2c(cc1-c1csc(C/C(N)=N/O)n1)C(C)(C)CCC2(C)C	14
COc1ccc2c(c1)C13CCN4CC5=CCOC6CC(=O)N2C1C6C5CC43 (stereo unspecified)	-8
O=C(CCN1CC=C(c2ccccc2)CC1)NCc1ccccc1	-4
O=C1CC2OCC=C3CN4CCC56c7ccccc7N1C5C2C3CC46O (stereo unspecified)	1
FC(F)(F)c1cccc(NC2=NCCS2)c1	-6
COc1cccc(C(c2nnnn2-c2c(C)cccc2C)N2CCC(n3c(=O)[nH]c4ccccc43)CC2)c1OC (stereo unspecified)	35
Cc1ccc(S(=O)(=O)N2Cc3cc(-c4cccc(F)c4)ccc3-n3nncc3C2)cc1	14
C[C@@H]1CN([C@@H](C)CO)C(=O)CCCn2nncc2CO[C@@H]1CN(C)C(=O)Oc1ccc2ccccc2c1	-7
Cc1cc(Br)cn2c(CC(=O)N3CCCCC3)c(-c3ccc(F)cc3)nc12	-2
Cc1ncoc1C(=O)NCC1=C(c2ccc3ccccc3c2)C[C@@H]2CC[C@H]1N2Cc1ccco1	7
CCOC(=O)[C@]12Cc3c(cc(OC)c(OC)c3OC)[C@H]1N(C)C(=O)c1cc(OC)ccc12	-8
Cc1ccccc1C(=O)N1Cc2ccccc2-n2nncc2C1	-3
Brc1ccc2c(c1)-n1nncc1CN(CC1CCCCC1)C2	2
Cc1cccc2nc(-c3ccccc3)c(-c3ccc(CN4CCC(n5c(=O)[nH]c6ccccc65)CC4)cc3)nc12	2
O=c1c2ccccc2[nH]c(=S)n1-c1cccc(Cl)c1	-17
CN1CC2CN(Cc3ccccc3)S(=O)(=O)C2C1 (stereo unspecified)	-3
COc1ccc(-n2nnnc2C(CCSC)N2CCC(n3c(=O)[nH]c4ccccc43)CC2)cc1 (stereo unspecified)	-23
O=C1NCN(c2ccccc2)C12CCN(C(c1cccc3ccccc13)c1nnnn1-c1ccc3c(c1)OCCO3)CC2 (stereo unspecified)	-1
O=C(CCc1ccccc1)N1Cc2cc(-c3ccccc3)ccc2-n2nncc2C1	26
CCCCn1nnnc1C(c1cccs1)N1CCC2(CC1)C(=O)NCN2c1ccccc1 (stereo unspecified)	1
COC(=O)[C@@]1(Sc2ccc(C)cc2)CC(=O)N(P(=O)(OC)OC)[C@@H]1c1ccccc1	12
COC(=O)C1=C(c2ccc(OCc3ccccc3)cc2)C[C@@H]2CC[C@H]1N2C	6
O=C(NCC1=C(c2ccc3ccccc3c2)C[C@@H]2CC[C@H]1N2Cc1ccco1)c1cccnc1	7

Quoted from the listing.
Reading of O=C(NCC1=C(c2ccc3ccccc3c2)C[C@@H]2CC[C@H]1N2Cc1ccco1)c1cccnc1 under EBI2 block: 7
Reading of Cc1cccc2nc(-c3ccccc3)c(-c3ccc(CN4CCC(n5c(=O)[nH]c6ccccc65)CC4)cc3)nc12 under EBI2 block: 2
Reading of COC(=O)C1=C(c2ccc(OCc3ccccc3)cc2)C[C@@H]2CC[C@H]1N2C under EBI2 block: 6
Reading of CN1CC2CN(Cc3ccccc3)S(=O)(=O)C2C1 (stereo unspecified) under EBI2 block: -3
Reading of Brc1ccc2c(c1)-n1nncc1CN(CC1CCCCC1)C2 under EBI2 block: 2

3 entries from above, bar-delimited.
smiles | EBI2 block
COc1ccc(-n2nnnc2C(CCSC)N2CCC(n3c(=O)[nH]c4ccccc43)CC2)cc1 (stereo unspecified) | -23
O=C1NCN(c2ccccc2)C12CCN(C(c1cccc3ccccc13)c1nnnn1-c1ccc3c(c1)OCCO3)CC2 (stereo unspecified) | -1
COC(=O)[C@@]1(Sc2ccc(C)cc2)CC(=O)N(P(=O)(OC)OC)[C@@H]1c1ccccc1 | 12

2 compounds picked at random from those above, as already listed:
SMILES	EBI2 block
O=c1c2ccccc2[nH]c(=S)n1-c1cccc(Cl)c1	-17
CCOC(=O)[C@]12Cc3c(cc(OC)c(OC)c3OC)[C@H]1N(C)C(=O)c1cc(OC)ccc12	-8
